Assay outcomes deposited in PubChem BioAssay by Emory University Molecular Libraries Screening Center.
EP2 antag – inhibitors of human EP2 prostaglandin E2 receptor; AID 1422; 260,000 compounds, 0.52% hits; inhibition, % at 25 µM; C6 glioma cells expressing human EP2, cAMP TR-FRET; cells stimulated with saturating PGE2;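 active = percent inhibition above 40 after rounding to a whole number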;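 note: rat C6 glioma host cells with rolipram phosphodiesterase inhibitor present; the protocol text gives 20 µM as final concentration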
Target sequence (P43116 whole entry, looked up): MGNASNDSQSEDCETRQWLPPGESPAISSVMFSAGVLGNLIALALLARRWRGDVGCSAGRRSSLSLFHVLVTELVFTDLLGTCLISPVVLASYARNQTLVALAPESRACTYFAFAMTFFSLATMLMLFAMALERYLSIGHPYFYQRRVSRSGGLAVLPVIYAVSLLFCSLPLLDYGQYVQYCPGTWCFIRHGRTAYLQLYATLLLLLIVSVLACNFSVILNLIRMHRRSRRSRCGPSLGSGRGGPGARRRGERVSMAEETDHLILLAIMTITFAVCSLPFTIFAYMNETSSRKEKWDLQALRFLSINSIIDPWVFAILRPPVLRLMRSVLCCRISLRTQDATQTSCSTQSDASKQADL
Active calls of the source: *; & = joins results of further samples. A portion of the library; rates above refer to the full screens.

The first 2 entries, ahead of the listing:
SMILES	EP2 antag
C=C(C)COc1ccccc1CN1C2CCC1CC(O)(c1nccn1C)C2 (configuration not stated)	5
S=C=NCc1ccccc1	33

Main list (from the top)
SMILES	EP2 antag
C=C(C)COc1ccccc1CN1C2CCC1CC(O)(c1nccn1C)C2 (configuration not stated)	5
S=C=NCc1ccccc1	33
C=Cn1ncc(CN(CCc2ccccc2)Cc2cccs2)c1C	3
COC1=C(C)C(=O)c2c(c(COC(N)=O)c3n2C[C@@H]2[C@H]3N2C)C1=O (some centres not stated)	13
c1ccc2c(c1)Sc1ccccc1N2C[C@H]1CN2CCC1CC2	12
COc1ccc(C[C@@H]2C(=O)N[C@H](C)C(=O)N(C)[C@@H]3C(=O)N(C)[C@@H](Cc4ccc(O)c(c4)Oc4ccc(cc4)[C@H]3O)C(=O)N[C@@H](C)C(=O)N[C@H](C)C(=O)N2C)cc1	43*
Nc1ccc(CCN2CCN(c3cccc(C(F)(F)F)c3)CC2)cc1	20&20
Cc1ccc(C2=CCN(CC(=O)Nc3nccs3)CC2)o1	8
NNC(N)=O	15
CC(=O)C1(c2ccccc2)CCN(C(=O)Cn2ccc3ccc(F)cc32)CC1	6
CCCOC(=O)[C@H]1[C@@H](C(=O)O)[C@H]2CC[C@@H]1O2	10
O=C(NCC1CC1)[C@@H]1C2c3ccccc3C(c3ccccc32)[C@@H]1C(=O)O	13
COC(=O)C1=C(c2cccc(OC)c2OC)C[C@@H]2CC[C@H]1N2C(=O)NCCS(C)=O (some centres not stated)	4
NC(=O)COc1c(F)cc(SCCNS(=O)(=O)c2ccccc2)cc1F	10
CCOC(=O)c1ccccc1NC(=O)c1c(O)[nH]c(=O)[nH]c1=O	-2
CCOC(=O)C1C(C=C(C)C)C1(C)C (configuration not stated)	11
C=C1C2CC[C@H]3[C@]4(C)C[C@H](OC5OC(CO)C(OS(=O)(=O)O)C(OS(=O)(=O)O)C5OC(=O)CC(C)C)C[C@@H](C(=O)O)[C@H]4CC[C@]3(C2)[C@H]1O (some centres not stated)	10
O=[As](O)(O)c1ccc(Cc2ccc([As](=O)(O)O)cc2)cc1	93*
O=C(NC(=O)c1c(F)cccc1F)Nc1cc(Cl)c(OC(F)(F)C(F)C(F)(F)F)cc1Cl (configuration not stated)	8
Cc1nc(-c2ccc(C)c(C)c2)c(CC(=O)N(C)CCN(C)C)s1	9
C[N+]1(C)[C@@H]2CC[C@H]1CC(OC(=O)[C@@H](CO)c1ccccc1)C2 (some centres not stated)	50*
OCCNCc1cccnc1	5
C#CCOc1ccc(CN2C3CCC2CC(O)(c2ccccc2F)C3)cc1OCC (configuration not stated)	9
CCOP(=S)(OCC)Oc1nc(Cl)c(Cl)cc1Cl	7
CCCC(=O)c1cc(F)c(N2CCN(C)CC2)cc1C	10
Cc1noc(C)c1CCN	12
Cc1ccc(-c2nc(C)sc2CC(=O)N(C)CCN2CCCCC2)cc1	7
COc1ccc(C2=NCC(=O)N(CC(=O)NCc3cccs3)c3sc4c(c32)CCCC4)cc1	5
C/C(O)=C(\C#N)C(=O)Nc1cc(Br)ccc1Br	9
CNCCc1ccc(O)c(O)c1	13&12
CCCN1CC[C@@H]2c3cc(O)ccc3CC[C@@H]21	16&11
C[C@H](Br)C(=O)N[C@H](CO)C(=O)O	10
O=C(O)CCC1C(=O)NC(=O)NC1=O	6
COC(=O)C1=CO[C@H](C)[C@H]2CN3CC[C@@]4(C(=O)Nc5ccccc54)[C@@H]3C[C@H]12	19
C[C@@H]1C[C@@H]([C@H](O)CC2CC(=O)NC(=O)C2)C(=O)[C@@H](C)C1	8
C[C@H]1O[C@H](OC2[C@@H](O)[C@@H](O)C(O)[C@H](O)[C@H]2O)[C@@H](N)C[C@@H]1N=C(N)C(=O)O (some centres not stated)	11
N=C(N)SCc1ccc(Cl)c2ccccc12 (tested in a mixture with another compound)	61*
COc1cccc(C2(O)CCN(CCNC(=O)c3ccccc3F)CC2)c1	4
CN1C[C@@H](CS(=O)(=O)N(C)C)C[C@@H]2c3cccc4c3c(cn4C)C[C@H]21	10
O=C(O)[C@H](Cc1cnc[nH]1)N1C(=O)c2ccccc2C1=O	13
COC(=O)C1=C(c2ccc(S(C)(=O)=O)cc2)C[C@@H]2CC[C@H]1N2C(=O)NC1CC1	12
Nc1nc(N)c(N=Nc2ccc([As](=O)(O)O)c(O)c2)c(N)n1	36
COC(=O)[C@]1(C)CC[C@]2(C)CC[C@]3(C)C4=CC=C5C(=CC(=O)C(O)=C5C)[C@]4(C)CC[C@@]3(C)[C@@H]2C1	18
O=C(NC1CCCCC1)[C@@H]1CC=C[C@@H]2CCN(Cc3ccccc3)C(=O)[C@@H]21	9
CP(=O)(O)C1=CCNCC1	11
C[C@@H]1C(=O)O[C@H]2[C@H]1CC[C@@]1(C)C=CC(=O)[C@@]3(C)O[C@@]213	9
CCCCCCC(C)(C)c1ccc([C@@H]2C[C@H](O)CC[C@H]2CCCO)c(O)c1	14
CC1=C[C@@H]2c3cccc4[nH]cc(c34)C[C@H]2N(C)C1	14
N#CC(=Cc1ccc(O)c(O)c1)C(N)=S	14
C=CCc1ccccc1OCCOc1ccc(C=C2C(=O)NC(=O)NC2=O)cc1OC	26
CC1=C2CCC3C(CC[C@]4(C)C(=O)CCC34)[C@@]2(C)CCC1=O (some centres not stated)	16
CC(N)[C@H](O)c1ccc(O)c(O)c1 (some centres not stated)	18
CC(C)CC(NP(=O)(O)O[C@@H]1O[C@@H](C)[C@H](O)[C@@H](O)[C@H]1O)C(=O)NC(Cc1c[nH]c2ccccc12)C(=O)O (some centres not stated)	12
O=C1/C(=C/c2ccc(Cl)c(Cl)c2)N2CCC1CC2	17
CN(CCC(=O)O)C1=Nc2ccc(Cl)cc2C(c2ccccc2)=[N+]([O-])C1	50*
Cc1ccccc1-n1nc(C)c(CC(=O)N(CCN(C)C)Cc2cccnc2)c1C	8
NC(=O)c1c([N+](=O)[O-])no[n+]1[O-]	119*
N#CC1=C(N)Oc2n[nH]c(-c3ccc4ccccc4c3)c2C1c1ccc(Cl)cc1 (configuration not stated)	14
O=[N+]([O-])O[C@H]1CO[C@H]2[C@@H]1OC[C@H]2O[N+](=O)[O-]	7
COc1ccc2c3c1O[C@H]1C(=O)CC[C@@]4(O)C(C2)N(CC2CC2)CCC314 (some centres not stated)	8

(listing goes on)
SMILES	EP2 antag
C=CCc1cc(CN2C3CCC2CC(O)(c2ccc(OC)cc2)C3)cc(OC)c1O (configuration not stated)	7
CC(N)Cc1ccc(O)cc1 (configuration not stated)	13
O=C1C=C2C(=CCOC2O)O1 (configuration not stated)	16
COC(=O)C1=C(c2cccc(OC)c2OC)C[C@@H]2CC[C@H]1N2C(=O)N1CCCCC1	13
Cc1ncc([N+](=O)[O-])n1CCN=[N+]=[N-]	7
C/C=C(/C)C(=O)O[C@H]1CC[C@@]2(C)[C@@H]3CC[C@H]4[C@]5(O)C[C@H](O)[C@@]6(O)[C@@H](CN7C[C@@H](C)CC[C@H]7[C@@]6(C)O)[C@]5(O)C[C@@]42O[C@]13O	6
CCCn1c(=O)c2[nH]c(C3CCCC3)nc2n(CCCOC(=O)c2ccc(S(=O)(=O)F)cc2)c1=O	15
C=CCOc1c(CN2C3CCC2CC(O)(c2ccccc2F)C3)cccc1OC (configuration not stated)	9
C[C@]12Cc3cnc(-c4ccccc4)nc3C[C@@H]1CC[C@H]1[C@H]2CC[C@@]2(C)[C@H]1CC[C@]2(C)O	49*
COC(=O)C1=C(c2cccc(OC)c2OC)C[C@@H]2CC[C@H]1N2C(=O)NCc1ccccc1	25
COC(=O)C1=C(c2cccc(OC)c2OC)C[C@@H]2CC[C@H]1N2C(=O)NCc1ccc(F)cc1	8
CN(C)CCN(C(=O)Cc1n[nH]c(=O)c2ccccc12)C1CCCCC1	2
C#CCOc1ccccc1CN1C2CCC1CC(O)(c1cccc(F)c1)C2 (configuration not stated)	6
Clc1cc(I)cc(Cl)c1NC1=NCCN1	17&12
O=S(=O)(NCCO)c1cc[c]([Sb](=[O])([OH])[OH])cc1	12
Cn1c(O)c(C=Nc2ccccc2)c(=O)n(C)c1=O	7
O=S1OCC2C(CO1)C1(Cl)C(Cl)=C(Cl)C2(Cl)C1(Cl)Cl (configuration not stated)	10
CN(C)CCN(C(=O)Cc1csc(Nc2ccccc2F)n1)C1CCN(C)CC1	4
CCOC(=O)CC1=C(C(=O)OCC)C2(C(=O)N(C)c3ccccc32)C(C#N)=C(N)O1 (configuration not stated)	9
NNc1c(C(N)=O)c2c(N)ncnc2n1[C@H]1O[C@H](CO)[C@@H](O)[C@@H]1O	11

Reprinted at random: 2 records from the list
SMILES	EP2 antag
COC(=O)C1=C(c2cccc(OC)c2OC)C[C@@H]2CC[C@H]1N2C(=O)NCc1ccccc1	25
C=CCOc1c(CN2C3CCC2CC(O)(c2ccccc2F)C3)cccc1OC (configuration not stated)	9

Other compounds follow:
SMILES	EP2 antag
C[C@@H]1[C@H]2C=C[C@@H]1[C@H](c1c3ccc(=O)c(O)c-3oc3c(O)c(O)ccc13)[C@@H]2C(=O)O	45*
N[C@@]1(C(=O)O)CC[C@@H](C(=O)O)C1	19
Cc1ccc(NC(=[OH+])c2cc3ccccc3cc2O)c(C)c1.Cc1ccc(NC(=[OH+])c2cc3ccccc3cc2O)c(C)c1.[Ni]	43*
N[C@H](CO)Cc1ccccc1	11
COc1cc(CCN)c(OC)c(OC)c1	14
COC(=O)C1=C(c2ccc(S(C)(=O)=O)cc2)C[C@@H]2CC[C@H]1N2C(=O)NC1CCCCC1	15
COc1cc(C=C(C#N)C#N)cc(O)c1O	8
Cc1cccc2cc(CN(Cc3ccco3)C3(c4nnnn4C4CCCC4)CCCCC3)c(=O)[nH]c12	4
Cc1cccc(N/N=C/c2c(O)[nH]c(=S)[nH]c2=O)c1	17
COc1cccc(C2(O)CCN(CCNC(=O)c3cc(F)cc(F)c3)CC2)c1	12
COC(=O)C1=C(c2ccccc2)C[C@@H]2CC[C@H]1N2C(=O)NCc1cccc2ccccc12	7
N#CCCCC[N+]12CN3CN(CN(C3)C1)C2	8
O=C1NC(=O)C(=Cc2ccc(Br)s2)C(=O)N1	115*
COC(=O)NC(=S)Nc1ccccc1NC(=S)NC(=O)OC	9
C[N+](C)(C)CC(=O)O	10
CN(N=O)c1ccc(O)c(O)c1	10
C#CCOc1cccc(CN2C3CCC2CC(O)(c2cccc(F)c2)C3)c1 (configuration not stated)	6
O=C(C1CC1)N1CCCc2cc(C(O)CN3CC=C(c4ccc(F)cc4)CC3)ccc21 (configuration not stated)	5
CC1[C@H](C)OC(=O)CC(O)CC(O)CC(O)CCC(O)C(O)C[C@]2(O)CC(O)C(C(=O)O)C(CC(OC3O[C@H](C)[C@@H](O)[C@H](N)[C@@H]3O)/C=C/C=C/C=C/C=C/CC/C=C/C=C/[C@H](C)[C@H]1O)O2 (some centres not stated)	12
C=CCN1CCc2cccc3c2[C@H]1Cc1ccc(O)c(O)c1-3	9
CCC(C)C(=O)O[C@H]1[C@H](O)C2C(CN3CC(C)CCC3[C@@]2(C)O)C2C[C@]34O[C@]5(O)C(OC(=O)C(C)(O)C(C)O)CC[C@@]3(C)C5C(OC(C)=O)[C@@H](OC(C)=O)C4[C@@]21O (some centres not stated)	12
CC[C@@H]1/C=C/C=C/C[C@H](C)[C@@H](O)[C@](C)(O)C(=O)[C@H](C)[C@@H](O)[C@H](C)C(=O)[C@H](C)[C@@H](O)[C@H](C)/C=C/C(=O)O[C@H]2[C@@H](C)[C@@H](CC1)O[C@@]1(CC[C@@H](C)[C@@H](C[C@H](C)O)O1)[C@@H]2C	12
COc1ccc(OCC(=O)N2CCN(Cc3cc(OC)c(OC)cc3OC)CC2)cc1	7
COC(=O)C1=C(c2cc3ccccc3o2)C[C@@H]2CC[C@H]1N2C(=O)NCCO	1
COc1cc(OC)c(OC)cc1CN1CCN(C(=O)COc2ccc3ccccc3c2)CC1	10
COc1ccc2c(c1)NC1(CCNCC1)NS2(=O)=O	5
COc1ccc(CN2CCN(C(=O)COc3ccc(C)cc3)CC2)cc1OC	10
COc1ccc2c(c1O)-c1cccc3c1[C@@H](C2)N(C)CC3	22&8
CN(C)c1ncc(CN2C3CCC2CC(O)(c2ccccc2F)C3)cn1 (configuration not stated)	8
C[Se]C[C@H](N)C(=O)O	14
COC(=O)C1=C(c2ccc(S(C)(=O)=O)cc2)C[C@@H]2CC[C@H]1N2C(=O)NCc1ccc(C(F)(F)F)cc1	19
CCOC(=O)C1(c2ccccc2)CCN(CCC(C#N)(c2ccccc2)c2ccccc2)CC1	14
Cc1[nH]c2c(C)cccc2c1CC(=O)N(CCN(C)C)C1CCN(C)CC1	2

Arranged by formula weight (lowest first): 5 of the compounds above
SMILES	EP2 antag
CNCCc1ccc(O)c(O)c1	13&12
NC(=O)c1c([N+](=O)[O-])no[n+]1[O-]	119*
O=C(C1CC1)N1CCCc2cc(C(O)CN3CC=C(c4ccc(F)cc4)CC3)ccc21 (configuration not stated)	5
COC(=O)C1=C(c2cccc(OC)c2OC)C[C@@H]2CC[C@H]1N2C(=O)NCCS(C)=O (some centres not stated)	4
CCC(C)C(=O)O[C@H]1[C@H](O)C2C(CN3CC(C)CCC3[C@@]2(C)O)C2C[C@]34O[C@]5(O)C(OC(=O)C(C)(O)C(C)O)CC[C@@]3(C)C5C(OC(C)=O)[C@@H](OC(C)=O)C4[C@@]21O (some centres not stated)	12
